High-throughput results deposited in PubChem by several laboratories.
HTR5A inv ag = HTR5A inverse agonism, opioid heterodimer counter-screen. HTR5A cell line, luminescence. inhibition, % at 9.3 µM. hit rate 0.083% among 340,000. AID 504634; in the data active = inhibition mostly above about 23%, no sharp cut-off; inactive = mostly below about 18%;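 note: 0% = cells with DMSO and 100% = no-cell wells with DMSO; some compounds called inactive have numbers as strong as hits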
PKA-R2B activ = activators of human PKA-R2B complex; P22694+P31323; PKA-R2B holoenzyme dissociation, Cy5-IP20 fluorescence polarization; R2B truncated from residue 108, S112A mutant; 0% DMSO only, 100% 113 µM cGMP; activation, % at 11.4 µM; hit rate 0.079% among 340,000; AID 504700;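 active = activation above a cutoff set at the mean over all compounds plus 3 SD, cut at about 18% in these data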;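 note: higher means more holoenzyme dissociation and a rise in polarization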
AddAB inh = less growth of phage-infected E. coli with AddAB. inhibition, % at 11.9 µM. E. coli expressing H. pylori AddAB, absorbance growth. hit rate 0.29% among 330,000; in the data active = inhibition above about 12%;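 note: 0% = vehicle wells of infected cells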
PKA-R1A act = PKA-R1A complex activation; P00514+P68181; PKA-R1A dissociation, Cy5-IP20 fluorescence polarization; scaled: DMSO 0%, 113 µM cGMP 100%; activation, % at 11.4 µM; hit rate 0.083% among 340,000; AID 504707;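 active = percent activation above the mean of all tested compounds plus 3 SD, cut at about 19% in these data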;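 note: higher means more PKAc released from R1A so a rise in polarization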
PfHsp90 set2 = reduces growth (ATP signal) of yeast expressing P. falciparum Hsp90; AID 504621; inhibition, % at 9.4 µM; S. cerevisiae expressing PfHsp90, BacTiter-Glo ATP, 48 h; yeast lacking PDR1 and PDR3 efflux regulators; hit rate 0.32% among 310,000;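 active = every replicate shows inhibition above about 80%, whatever the replicate mean, limit read from the data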;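 note: 0% = DMSO neutral controls and 100% = 20 µM radicicol positive controls; yeast relying on Plasmodium falciparum Hsp90 in place of its own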
OPRM1-OPRD1 inv = inverse agonist of human OPRM1-OPRD1 heterodimerization; cell-based MOR-DOR heterodimer luminescence, inverse agonism; hit rate 0.21% among 340,000; inhibition, % at 9.3 µM; P35372+P41143; in the data active = inhibition above about 22%, passing the limit was not always enough;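 note: 0% = cells with DMSO and 100% = wells without cells with DMSO; values of inactives mirror those of a sister screen read the other way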
Target sequence (P35372 whole entry, looked up): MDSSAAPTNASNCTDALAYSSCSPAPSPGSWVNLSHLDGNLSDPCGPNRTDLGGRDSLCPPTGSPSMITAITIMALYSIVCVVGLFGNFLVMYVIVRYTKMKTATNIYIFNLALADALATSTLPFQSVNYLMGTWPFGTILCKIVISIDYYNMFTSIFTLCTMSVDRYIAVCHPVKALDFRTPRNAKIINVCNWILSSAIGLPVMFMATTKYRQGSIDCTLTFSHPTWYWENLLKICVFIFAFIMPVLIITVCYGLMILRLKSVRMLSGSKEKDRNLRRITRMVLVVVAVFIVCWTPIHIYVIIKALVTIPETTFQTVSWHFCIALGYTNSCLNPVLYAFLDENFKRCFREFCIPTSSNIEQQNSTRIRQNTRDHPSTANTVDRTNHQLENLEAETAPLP
Target sequence (P41143 whole entry, looked up): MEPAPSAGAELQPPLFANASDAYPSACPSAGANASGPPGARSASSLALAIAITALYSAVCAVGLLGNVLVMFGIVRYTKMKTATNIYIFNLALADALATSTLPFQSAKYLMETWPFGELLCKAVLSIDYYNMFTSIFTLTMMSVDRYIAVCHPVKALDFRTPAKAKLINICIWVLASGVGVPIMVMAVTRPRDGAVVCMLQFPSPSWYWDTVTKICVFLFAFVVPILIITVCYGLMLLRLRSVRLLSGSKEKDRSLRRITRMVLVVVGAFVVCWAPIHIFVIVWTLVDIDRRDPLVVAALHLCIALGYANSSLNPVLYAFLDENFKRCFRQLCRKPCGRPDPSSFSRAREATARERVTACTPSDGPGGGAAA
Ecoli viability = bacterial growth inhibition, counter-screen for AddAB inhibitors; E. coli V3065 growth, OD600 absorbance, 18 h; inhibition, % at 11.9 µM; hit rate 0.27% among 330,000;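 active = inhibition above the campaign's mean inhibition across all tested compounds plus 3 SD, cut at about 9.9% in these data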;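 note: uninfected addAB+ strain grown without phage in ampicillin broth; 0% = DMSO wells and 100% = ciprofloxacin 0.95 µg/ml wells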
phage Ecoli inh = E. coli growth loss with phage present; AID 651602; hit rate 0.26% among 360,000; inhibition, % at 11.9 µM; growth absorbance; in the data active = inhibition above about 11%
SUMO Mot1 rescue = inhibitors of SUMOylation pathway: yeast Mot1-301 growth rescue; S. cerevisiae Mot1-301 growth rescue, ATP luminescence, 38.5C; percent above DMSO median, 100 means doubled; growth rescue, % at 18.8 µM; hit rate 1% among 320,000;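 active = every valid replicate shows activation above 250% relative to neutral control wells; inactive = the rest, any valid replicate at or below 250%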;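 note: OY570 slx delta 5 strain wells were the positive control but not used for scaling; some compounds called inactive have numbers as strong as hits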
OPRM1-OPRD1 ag = OPRM1-OPRD1 heterodimerization agonism; P35372+P41143; cells, luminescence; activation, % at 9.3 µM; hit rate 0.3% among 340,000; in the data active = activation above about 18%;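 note: 0% = vehicle-treated cells and 100% = reference agonist; values of inactives mirror those of a sister screen read the other way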
Tat export inh = blocks Tat-dependent protein export in E. coli; E. coli MC4100 TorA-mCherry Tat export, fluorescence; inhibition, % at 10 µM; hit rate 0.036% among 340,000;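 active = mean replicate inhibition at least 50% and at least half of replicates individually reaching 50%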;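 note: exported cargo escapes ClpAP degradation while cytoplasmic cargo is degraded and loses fluorescence; 0% = median of neutral control wells and 100% = median of NaSCN control wells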
* = called active by the depositor; / = not tested or not shown.

SMILES	HTR5A inv ag	PKA-R2B activ	AddAB inh	PKA-R1A act	PfHsp90 set2	OPRM1-OPRD1 inv	Ecoli viability	phage Ecoli inh	SUMO Mot1 rescue	OPRM1-OPRD1 ag	Tat export inh
CC1CCCCN1S(=O)(=O)c1ccc(S(=O)(=O)N(Cc2ccccc2)Cc2ccco2)cc1 (centres undefined)	8.8	11.3	1.1	0.9	1.8	-8.1	-0.2	-1.8	-21.9	1.4	0.8
O=C(CCCc1ccccc1)N1CCN(C2CCCCC2)CC1	-12.9	2.0	0.1	-7.1	-0.1	8.0	1.0	4.3	-9.6	-1.6	-8.0
CC(C)(C)NC(=O)NC(=O)COC(=O)c1cccc(F)c1	4.3	-3.1	2.9	8.0	25.1	-23.4	0.5	2.5	-10.8	3.3	-12.6
CCCc1ccc(-c2ccc(/C=C/C(=O)O)cc2)nc1	-1.5	9.6	5.9	4.5	-3.8	-1.3	2.6	-0.7	18.9	0.2	-2.0
O=C(CSc1nnnn1C1CCCCC1)N1CCN(C(=O)c2ccco2)CC1	-30.2	-6.6	-0.7	-6.3	17.1	10.4	-0.4	2.8	8.9	-2.0	-8.7
O=C(CSc1nnc(-c2ccco2)n1-c1ccccc1)NCC1CCCO1 (centres undefined)	19.4	-2.1	1.6	4.5	32.0	-5.0	1.6	1.2	9.9	1.0	-1.0
CC(=O)N(\C=C/C=C/C=C1\Sc2ccccc2C1=O)c1ccccc1	3.2	-1.0	2.4	-8.1	-3.3	-32.4	-0.4	4.2	-9.1	6.4	-3.5
O=C(Nc1cccc(C(=O)O)c1)/C(=C/c1ccc([N+](=O)[O-])cc1)NC(=O)c1ccccc1	11.0	-10.8	3.6	-1.6	8.2	5.5	1.6	3.0	-0.4	-1.1	-8.3
CCn1c(SCC(=O)NCc2ccc3c(c2)OCO3)nnc1-c1c[nH]c2ccccc12	25.8	17.4	0.2	-5.1	14.3	6.0	2.4	1.9	30.5	-1.1	7.5
COc1ccc(Cl)cc1N=Cc1c(O)c2ccccc2oc1=O	6.6	-5.6	4.0	-8.6	-5.0	4.8	-0.7	1.2	-12.9	-0.9	5.9

3 compounds out of the list above, sorted by the value under PKA-R2B activ, rising:
Compound,PKA-R2B activ
O=C(Nc1cccc(C(=O)O)c1)/C(=C/c1ccc([N+](=O)[O-])cc1)NC(=O)c1ccccc1,-10.8
CC(C)(C)NC(=O)NC(=O)COC(=O)c1cccc(F)c1,-3.1
CCCc1ccc(-c2ccc(/C=C/C(=O)O)cc2)nc1,9.6

Carrying on.
SMILES	HTR5A inv ag	PKA-R2B activ	AddAB inh	PKA-R1A act	PfHsp90 set2	OPRM1-OPRD1 inv	Ecoli viability	phage Ecoli inh	SUMO Mot1 rescue	OPRM1-OPRD1 ag	Tat export inh
O=C(NCc1ccc2c(c1)OCO2)c1c(-c2ccsc2)sc2ccccc12	-5.0	-2.0	-1.4	-3.8	20.1	-8.4	-0.7	3.0	74.4	1.4	-5.2
O=C1N[C@@H](Cc2ccccc2)COC(=O)[C@H](Cc2ccc(F)cc2)C/C=C\C[C@@H]1CC(=O)N(CCO)Cc1ccccc1	-7.0	-2.8	0.4	-1.3	11.4	18.0	-0.2	3.0	10.6	-3.1	2.5
CC(=O)N1CCN(c2ccccc2NC(=O)c2ccco2)CC1	4.8	-2.8	-0.4	4.1	-4.9	14.7	-0.8	2.3	-10.2	-4.5	-10.1
Cc1c(NS(=O)(=O)c2cc(C(=O)NCc3cccc(Cl)c3)ccc2Cl)c(=O)n(-c2ccccc2)n1C	-18.6	2.1	/	11.6	/	5.6	/	1.4	/	-1.4	-3.5
COc1ccc(CNc2oc(C)nc2C#N)cc1	-4.2	-0.3	-0.7	0.4	20.7	12.9	-1.0	2.9	-9.8	-2.6	2.7
NS(=O)(=O)c1ccc(NCc2c(F)cccc2Cl)cc1	-16.6	-11.0	/	-12.2	2.7	-6.5	/	5.3	/	1.2	0.2
COCCNc1nc2nonc2nc1N1CCCC1c1nccs1 (centres undefined)	-6.4	-7.8	3.2	0.6	-6.3	0.7	-1.5	2.0	-11.1	-0.1	-9.0
O=c1[nH]c(N2CCCCCC2)nc2ncn(Cc3ccccc3)c12	-8.7	2.6	2.0	-2.8	6.6	16.6	2.0	3.7	-12.4	-3.1	5.7
CC(Oc1ccccc1)C(=O)Nc1nc(-c2ccccn2)cs1 (centres undefined)	-4.4	-3.5	/	16.5	/	-6.1	/	0.8	/	0.9	-1.8
CC1CN(C2CCCCC2)c2nc3c(c(=O)n(C)c(=O)n3C)n2C1 (centres undefined)	3.2	-15.0	-0.4	-6.1	11.9	2.6	-3.5	1.9	-16.4	-0.5	-3.8
Cc1cc(N2C(=O)C3C4C=CC(C4)C3C2=O)ccc1Br (centres undefined)	15.2	10.9	0.2	1.1	13.2	-0.1	-2.2	2.5	-13.5	0.0	6.5
CCOC(=O)N1CCN(Cc2nc3c(c(=O)n(C)c(=O)n3C)n2Cc2ccccc2C)CC1	-29.9	2.6	-0.7	1.1	25.4	15.7	-1.2	-0.2	57.7	-3.1	-3.8
CN1C(=O)CC(N2CCN(C(c3ccccc3)c3ccccc3)CC2)C1=O (centres undefined)	-18.3	-6.6	1.2	-5.6	8.0	10.6	0.4	1.9	-20.6	-1.9	-0.8
O=C(CNC(=O)c1cccs1)NC1=NCCS1	7.9	-6.5	-1.2	5.1	-10.4	16.0	-2.7	-0.5	-7.9	-3.5	1.0
CCOc1ccc(NC(=O)CNC(=O)c2nn(-c3ccc(OC)cc3)c(=O)c3ccccc23)cc1	-3.8	-3.1	3.8	-6.4	7.3	-12.3	-1.1	-2.3	7.9	1.5	-9.1
Cc1cc(C)nc(NC(=NCCc2c[nH]c3ccccc23)NC(=O)Nc2ccc(Cl)c(Cl)c2)n1	-1.7	-0.3	-0.6	-1.8	3.2	4.3	0.8	3.4	/	-0.8	-3.4
CCS(=O)(=O)Nc1ccc(C2=NN(S(C)(=O)=O)C(c3cccs3)C2)cc1 (centres undefined)	3.1	2.5	5.5	6.0	/	-2.4	-2.6	0.0	-2.0	0.5	0.0
N#Cc1c(C(F)(F)F)cc(-c2ccccc2)nc1SCC(=O)Nc1sc2c(c1C#N)CCC2	3.3	-6.3	2.1	4.3	-0.4	17.3	1.5	3.1	/	-2.9	-0.3
Nc1cc(=O)[nH]c(=O)n1Cc1ccco1	-8.8	-5.6	5.6	-7.6	-6.8	14.7	0.7	4.2	-14.3	-2.4	-10.9
COc1ccccc1C(C)NS(=O)(=O)c1ccc(Cl)nc1 (centres undefined)	-2.8	-2.3	-1.0	4.6	/	8.6	1.9	-1.5	112.9	-1.6	3.3
Cc1ccc(C(C)NC(=O)Cn2nc(C)c([N+](=O)[O-])c2C)cc1 (centres undefined)	-21.3	3.1	1.8	-4.9	8.2	-0.5	1.6	4.0	-5.5	0.1	0.6
COC(=O)N1C(=O)[C@](c2ccc(Cl)cc2)(C(C)C)N1C(=O)OC	-12.7	-9.1	1.1	4.5	26.1	-12.8	-1.9	2.1	108.9	2.3	9.4
CCN(CC)Cc1c(-c2ccccc2)[nH]c2ccc(C)cc2c1=O	-5.4	-12.9	1.0	-7.9	/	-30.9	1.9	4.1	-6.4	6.0	-5.7
COc1ccc(Cl)cc1NC(=O)COC(=O)/C=C/c1c(C)nn(C2CCS(=O)(=O)C2)c1Cl (centres undefined)	-26.1	-6.6	-0.3	12.3	-4.6	1.8	1.2	0.5	43.7	-0.3	-2.1
C/C(=N/NC(=O)CNC(=O)c1ccccc1F)c1ccc2c(c1)CCCC2	4.4	2.6	3.4	-6.9	-9.5	-0.6	0.8	3.8	-3.1	0.1	-8.3
Cc1ccc(N2CC(C(=O)N/N=C/c3cccc([N+](=O)[O-])c3)CC2=O)cc1 (centres undefined)	-3.8	-6.9	2.6	3.8	28.5	2.1	1.1	2.1	306.1	-0.5	1.5
O=C(NCC1CCCO1)C(=O)NCC1CCCN1S(=O)(=O)c1ccccc1 (centres undefined)	2.5	-13.8	0.6	-8.7	/	12.8	-14.6	2.2	63.7	-2.5	8.3
CCN(CC)C(=O)c1cccc(NC(=O)c2ccc3c(=O)n4c(nc3c2)CCC4)c1	9.9	4.6	1.0	0.7	/	12.3	0.4	-2.4	-10.4	-1.9	-10.0
CCOC(=O)N1CCc2[nH]c3ccc(C)cc3c2C1	-58.9	-9.3	1.0	-6.4	/	-6.6	0.2	-3.2	86.6	1.3	0.2
CC(C)(C)SC(=O)C[C@@H]1NS(=O)(=O)OC2CCCCC21 (some centres undefined)	-27.7	-1.5	3.1	-7.6	0.9	3.4	3.5	1.8	5.7	-0.6	3.1
Cc1ccc(C(=O)NNC(=O)Cc2cccs2)cc1	-12.5	-4.7	0.5	-9.1	17.1	18.7	0.8	2.1	-5.4	-3.5	4.3

Shown with two lines to a compound: part of the list above
Every second line gives: HTR5A inv ag	PKA-R2B activ	AddAB inh	PKA-R1A act	PfHsp90 set2	OPRM1-OPRD1 inv	Ecoli viability	phage Ecoli inh	SUMO Mot1 rescue	OPRM1-OPRD1 ag	Tat export inh
COc1ccccc1C(C)NS(=O)(=O)c1ccc(Cl)nc1 (centres undefined)
 : -2.8	-2.3	-1.0	4.6	/	8.6	1.9	-1.5	112.9	-1.6	3.3
Cc1ccc(C(C)NC(=O)Cn2nc(C)c([N+](=O)[O-])c2C)cc1 (centres undefined)
 : -21.3	3.1	1.8	-4.9	8.2	-0.5	1.6	4.0	-5.5	0.1	0.6
COC(=O)N1C(=O)[C@](c2ccc(Cl)cc2)(C(C)C)N1C(=O)OC
 : -12.7	-9.1	1.1	4.5	26.1	-12.8	-1.9	2.1	108.9	2.3	9.4
CCN(CC)Cc1c(-c2ccccc2)[nH]c2ccc(C)cc2c1=O
 : -5.4	-12.9	1.0	-7.9	/	-30.9	1.9	4.1	-6.4	6.0	-5.7
COc1ccc(Cl)cc1NC(=O)COC(=O)/C=C/c1c(C)nn(C2CCS(=O)(=O)C2)c1Cl (centres undefined)
 : -26.1	-6.6	-0.3	12.3	-4.6	1.8	1.2	0.5	43.7	-0.3	-2.1
C/C(=N/NC(=O)CNC(=O)c1ccccc1F)c1ccc2c(c1)CCCC2
 : 4.4	2.6	3.4	-6.9	-9.5	-0.6	0.8	3.8	-3.1	0.1	-8.3
Cc1ccc(N2CC(C(=O)N/N=C/c3cccc([N+](=O)[O-])c3)CC2=O)cc1 (centres undefined)
 : -3.8	-6.9	2.6	3.8	28.5	2.1	1.1	2.1	306.1	-0.5	1.5
O=C(NCC1CCCO1)C(=O)NCC1CCCN1S(=O)(=O)c1ccccc1 (centres undefined)
 : 2.5	-13.8	0.6	-8.7	/	12.8	-14.6	2.2	63.7	-2.5	8.3
CCN(CC)C(=O)c1cccc(NC(=O)c2ccc3c(=O)n4c(nc3c2)CCC4)c1
 : 9.9	4.6	1.0	0.7	/	12.3	0.4	-2.4	-10.4	-1.9	-10.0
